FUS yeast rescue: FUS proteinopathy suppression in yeast; S. cerevisiae FUS-expressing, growth rescue, OD600, 24 h; Potency, µM (series often up to 76.6 µM), inactives show top-dose growth rescue (activation), actives largely listed as activators; 390,000 compounds, 0.24% hits; AID 1347120;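 also: potency is read from the fitted curve at half-maximal effect; plate controls were DMSO vehicle for no effect and reference control for full effect; nearly all actives have a fitted effect of over 55% in size; some results filed as inactive show a strong effect at the top dose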
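Toxicity suppression screen in FUS-yeast. Cells induced with 2% galactose, starting OD 0.005, treated 24hr at 30C with compounds at multiple final concentrations; growth by OD600.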
GLP1R inv ag: GLP-1 receptor (human) inverse agonism | HEK293 GLP-1R CRE-luciferase, luminescence, 24 h; GLP-1R form is constitutively active | 410,000 compounds, 1.6% hits | P43220 | Potency, µM (highest dose often 38.3 µM), inactives show at the highest dose activity change, negative = inhibition, actives largely listed as inhibitors | AID 624417; also: potency is read from the fitted curve at half-maximal effect; % is scaled to controls: 0 for no effect and ±100 for the full control effect; nearly all actives have a fitted effect of over 55% in size
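HEK293 cells stably co-expressing constitutively active GLP-1R and a cAMP-responsive luciferase reporter were seeded in DMEM with 10% Nu serum, given compounds after 12 h, and incubated 24 h at 37 deg C. Luminescence was then read.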
TDP-43 yeast inh: TDP-43 toxicity inhibition in yeast | 410,000 compounds, 1.8% hits | TDP-43 expressing yeast growth rescue, BacTiter-Glo, 24 h | Potency, µM (doses to about 46.1 µM), for the others: at the highest dose growth rescue (activation), most hits filed as activators; also: potency is read from the fitted curve at half-maximal effect; % of control where 0% means no effect; nearly all actives have a fitted effect of over 50% in size
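Yeast expressing TDP-43 (pregrown in raffinose, seeded at OD600=0.02 in galactose medium) exposed to compounds 24 hr at 30 deg C. Growth read by BacTiter-Glo luminescence; rescue of toxicity appears as increased signal.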
aSyn rescue: alpha-synuclein toxicity inhibition in yeast; Potency, µM (titrated, usually from 46.1 µM), for the others: at the highest dose growth rescue (activation), hits mostly activators; 370,000 compounds, 0.14% hits; Yeast expressing alpha-synuclein, growth rescue, BacTiter-Glo, 24 h; AID 652106; also: potency is read from the fitted curve at half-maximal effect; % of control where 0% means no effect; nearly all actives have a fitted effect of over 65% in size
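Rescue of yeast growth: cells expressing toxic alpha-synuclein, induced in galactose at OD600 0.02, incubated with compound 24 h at 30 C. ATP luminescence quantified growth; inhibitors of toxicity appear as activators.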
Abeta yeast res: compounds reversing amyloid beta toxicity in yeast; yeast expressing A-beta42, growth rescue, OD600, 48 h; response scale: 0% DMSO, 100% iron-clioquinol control; Potency, µM (top dose mostly 46.1 µM), inactives show at the top dose growth rescue, most hits filed as activators; 410,000 compounds, 0.063% hits; also: potency is read from the fitted curve at half-maximal effect; nearly all actives have a fitted effect of over 55% in size
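Yeast growth medium received pinned compounds, then yeast cells expressing toxic A-beta were added; plates incubated at 30 C for 48 hr. Growth read as absorbance at 600 nm, normalized to DMSO and equimolar FeCl3 plus clioquinol controls.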
Akt phos inh: blocks phosphorylation of Akt. Neuro2A IGF-stimulated pAkt S473 HTRF, 20 min; hits give low values. activity change, % for hits at 50 µM. 360,000 compounds, 0.32% hits. AID 651550; in the data active = activity change below about -80%; inconclusive = mostly about -51% to -80%; also: % is scaled to controls: 0 for no effect and ±100 for the full control effect
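Single-point screen (50 µM final compound) in Neuro2A cells stimulated 20 min with 6 nM IGF at 37 deg C. After lysis, Ser473-phosphorylated Akt read by HTRF (ex 330 nm, em 615/665 nm) as the 665/615 ratio.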
DRD3 antagonist: D3 dopamine receptor (human) antagonism; P35462; max response, negative = inhibition, %; 360,000 compounds, 2.5% hits; D3R cells, DiscoveRx beta-arrestin luminescence, antagonist mode; hits give low values; in the data active = max response below about -50%; inconclusive = no clear call, values can overlap the other calls; also: % is scaled to controls: 0 for no effect and ±100 for the full control effect; mostly tested at two doses, the higher about 12 µM
Target sequence (P35462 whole entry, looked up): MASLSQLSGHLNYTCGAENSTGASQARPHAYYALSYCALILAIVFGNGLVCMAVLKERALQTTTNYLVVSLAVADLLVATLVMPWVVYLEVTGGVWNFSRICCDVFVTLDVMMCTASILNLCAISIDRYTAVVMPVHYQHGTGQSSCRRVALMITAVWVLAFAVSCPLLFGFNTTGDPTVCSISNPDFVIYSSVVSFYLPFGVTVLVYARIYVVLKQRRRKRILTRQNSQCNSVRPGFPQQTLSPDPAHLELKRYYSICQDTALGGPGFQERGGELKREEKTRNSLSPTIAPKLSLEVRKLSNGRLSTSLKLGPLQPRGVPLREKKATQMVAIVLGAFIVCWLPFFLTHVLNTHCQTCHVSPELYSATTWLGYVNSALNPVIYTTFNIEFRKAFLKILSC
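Cells plated overnight at 1500 cells/well, then exposed to library compounds with dopamine controls for 90 minutes at 37 degrees C. DiscoveRx reagent added for 30–60 minutes at room temperature; luminescence read, quantitative HTS format.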
GLP-1R agonist: agonists of human GLP-1 receptor; P43220; Potency, µM (highest dose often 45.6 µM), for the others: at the top dose activation, hits mostly activators; 380,000 compounds, 0.007% hits; HEK293 GLP-1R CRE-luciferase, luminescence, 4-6 h; cells express a hypersensitive GLP-1R form; also: potency is read from the fitted curve at half-maximal effect; % of control where 0% means no effect
PTHR1 agonist: PTHR1 (human) receptor agonism | Potency, µM (top dose mostly 115 µM), without a hit: at the highest dose activation, most hits filed as activators | Q03431 | HEK293 GP2 PTHR1 cells, GloSensor cAMP luminescence, 1 h | 410,000 compounds, 0.075% hits; also: potency is read from the fitted curve at half-maximal effect; nearly all actives have a fitted effect of over 55% in size; some results filed as inactive show a strong effect at the top dose; inactives centre near -15; many of its hits are not listed in these tables
Target sequence (Q03431 whole entry, looked up): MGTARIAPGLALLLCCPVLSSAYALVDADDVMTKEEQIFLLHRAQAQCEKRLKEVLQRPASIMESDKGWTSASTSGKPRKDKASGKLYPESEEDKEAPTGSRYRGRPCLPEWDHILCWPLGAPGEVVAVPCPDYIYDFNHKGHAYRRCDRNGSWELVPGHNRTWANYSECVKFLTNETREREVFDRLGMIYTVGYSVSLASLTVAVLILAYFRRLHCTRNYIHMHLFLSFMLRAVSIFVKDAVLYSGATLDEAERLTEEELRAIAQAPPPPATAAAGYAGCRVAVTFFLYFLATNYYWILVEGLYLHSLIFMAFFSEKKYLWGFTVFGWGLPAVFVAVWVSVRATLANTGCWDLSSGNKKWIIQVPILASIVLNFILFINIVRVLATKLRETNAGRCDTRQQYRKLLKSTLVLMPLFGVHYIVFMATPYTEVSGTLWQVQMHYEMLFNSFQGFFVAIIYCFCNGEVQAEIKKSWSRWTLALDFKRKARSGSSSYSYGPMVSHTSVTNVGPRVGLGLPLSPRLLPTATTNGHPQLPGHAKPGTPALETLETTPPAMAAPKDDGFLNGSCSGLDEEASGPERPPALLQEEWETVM
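HEK-293-derived GP2 cells expressing PTHR1 and a GloSensor cAMP reporter, 3,000/well, plated overnight, given luciferin plus IBMX (each 0.5 mM as added) for 1 h at 37 °C, then compound for 1 h at 37 °C. Luminescence was read after 15 min at room temperature.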
An asterisk follows results filed as active; i = inactive; u = inconclusive; x = no result given; [ ] = dose if it differs, or a comment. Unless noted, calls follow the shape of the dose curve; as a rule, active = well fitted curve in the direction sought with a large enough effect; inconclusive = small, poorly fitted or top-dose-only effect, or another doubt; inactive = no such curve, though single readings can be large; an effect the other way counts as inactive or inconclusive.

SMILES,FUS yeast rescue,GLP1R inv ag,TDP-43 yeast inh,aSyn rescue,Abeta yeast res,Akt phos inh,DRD3 antagonist,GLP-1R agonist,PTHR1 agonist
CCCC(C(=O)N1CCOCC1)N1C(=O)C2C3C=CC(C3)C2C1=O (stereo not given),23%,0%,-15%,-10%,1%,i,9,2%,i
c1ccc(NN(Cc2ccccn2)c2ccccc2)cc1,0%,u,24%,5%,8%,i,16,5%,-36%[inhibitor]
O=C(NCCN1CCCCC1)/C(=N\O)c1ccccc1,14%,6%,-12%,0%,8%,i,1,3%,-19%[57.5 µM]
CN(C)CCCNC(=O)C(=O)NCC(c1cccs1)S(=O)(=O)c1ccc(F)cc1 (stereo not given),15%,-25%,-8%,-5%,-7%,i,7,1%,i
O=C(Nc1ccccc1N1CCCCC1)C1CCN(S(=O)(=O)c2cccc(C(F)(F)F)c2)CC1,29%,11µM*,-17%,2%,15%,i,-1,-5%,-26%
CCN1CCCc2cc(CN(CCN3CCOCC3)C(=O)Nc3ccc(C)c(C)c3)ccc21,x,u,-7%,-9%,11%,i,u,1%,i
CSCCC(NS(=O)(=O)c1cccc(C(F)(F)F)c1)C(=O)Nc1ccccc1N1CCCC1 (stereo not given),12%,10µM*,10%,9%,15%,i,-20,-16%,-44%[inhibitor]
CNC(=S)NC(CC(=O)OC)c1ccc2c(c1)OCO2 (stereo not given),0%,4%,0%,-3%,-9%,i,1,-2%,-13%
O=C(CCN1CCOCC1)Nc1ccc2c(c1)CCC2,18%,15%,-8%,-4%,-12%,i,13,-5%,i
Cc1cc(C)c2c(N)c(C(=O)c3ccc(Cl)cc3Cl)sc2n1,x,1%,9%,6%,14%,i,85,-7%,-35%[inhibitor]
O=C(NC1CCCC1)C(c1ccc(O)cc1)N(CC1CCCO1)C(=O)C1COc2ccccc2O1 (stereo not given),15%,-17%,-11%,5%,6%,i,-3,-1%,i
NC(=O)c1cccc(-c2ccnc3c2CC(C(=O)Nc2cccc(Oc4ccccc4)c2)O3)c1 (stereo not given),u,u,19%,2%,4%,i,1,-4%,-6%
CC(/C=C/c1ccccc1)NC(N)=O (stereo not given),8%,15%,-25%,-8%,-20%,i,-26,-7%,i
CCOc1ccc(C(CC(=O)O)NC(=O)CCCOc2ccc(Cl)cc2C)cc1 (stereo not given),14%,24%,16%,0%,-6%,i,2,6%,-5%
CCc1nnc(NC(=O)c2ccc(S(=O)(=O)N3CCCC(C)C3)cc2)o1 (stereo not given),41%,u,u,22µM*,u,i,-12,-5%,-4%
Cc1ccc(C(C)C)c(OCc2ccc(C(=O)Nc3ccc(S(N)(=O)=O)cc3C)o2)c1,u,u,20%,x,-1%,x,x,x,-60%[inhibitor]
O=C(Cn1c(/C=C/c2ccccc2)nc2ccccc21)Nc1ccc(F)cc1,u,-26%,6%,-4%,-8%,i,-13,11%,-22%
COc1ccc(CNCc2cccc3ccccc23)cc1,-19%,u,16%,9%,0%,i,-60*,0%,i
O=C(NCc1ccccc1)Nc1cccc2ccccc12,-23%,1%,29%,-9%,9%,i,1,-1%,-12%
Cn1c(SCC(=O)N2CCN(c3ccccc3)CC2)nnc1-c1ccncc1,-14%,0%,25%,5%,10%,i,-19,-2%,-13%
Cc1ccccc1OCC(=O)OCC(=O)NCc1cccs1,-3%,9%,8%,-2%,0%,i,-14,-4%,i
COc1ccc(NC(=O)c2ccc3nc(-c4ccccc4)c(-c4ccccc4)nc3c2)c(OC)c1,5%,26%,-10%,14%,14%,i,4,-4%,i
COc1cc(C(=O)NNC(=O)C2CC2)cc(OC)c1OC,-30%,4%,4%,1%,-11%,x,-15,-6%,i
CC(=O)N(C)c1ccc(NC(=O)c2ccco2)cc1,15%,11%,3%,-1%,-13%,i,19,-6%,i
CC(=O)N(C1=C(Cl)C(=O)c2ccccc2C1=O)c1ccc(C(=O)O)cc1,17%,u,28%,13%,-55%[inhibitor],i,-18,1%,-16%
COC(=O)c1ccccc1C(=O)N(c1ccccc1)c1ccccc1,-11%,-24%,-11%,-2%,-6%,i,6,-1%,i
Cn1c2ccccc2c(=O)c2cc(C#Cc3cccc(N)c3)ccc21,28%,-22%,13µM*,1%,-18%,i,70,u,i
COc1ccc(NC(=S)NCCc2ccccc2)c(C)c1,-12%,-22%,22%,-4%,u,i,-7,1%,-1%
CCOc1cc2c3c(c1)C(C)CC(C)(C)N3C(=O)C2=O (stereo not given),23%,-3%,-8%,0%,3%,i,-22,6%,i
Cc1ccc(NC(=O)CN(C)CC(=O)Nc2ccccc2C(=O)Nc2ccccc2)cc1,-20%,-10%,7%,-1%,-9%,i,-3,6%,i
Cc1oc2ncn(C)c(=O)c2c1C(=O)NCCCN1CCCCC1C (stereo not given),3%,-4%,4%,x,-18%,x,x,x,i
CCC(C(=O)NC(C)(C)C)n1c(-c2cccc(NC(C)=O)c2)nc2ccccc21 (stereo not given),-2%,-8%,14%,-3%,-5%,i,9,x,0%
N#C/C(=C\c1ccc(OC(F)F)cc1)C(=O)N1CCCCC1,-27%,u,u,13µM*,-30%,i,u,-5%,-40%[inhibitor]
Cc1ccc(CN2C(=O)N/C(=C/c3ccc(-c4ccc(C(=O)O)cc4)o3)C2=O)cc1,31%,1%,-20%,2%,-6%,i,16,-4%,i
CCCOC(=O)c1ccc(NC(=O)c2ccoc2C)cc1,13%,u,-14%,-11%,6%,i,41,-3%,-8%[57.5 µM]
CC1CN(C2CCCCC2)c2nc3c(c(=O)n(C)c(=O)n3C)n2C1 (stereo not given),-14%,7%,13%,0%,1%,i,18,-6%,-11%[57.5 µM]
Cc1ccc(C)c(-c2cc(C(=O)Nc3nccs3)c3ccccc3n2)c1,36%,u,15%,-22%,-13%,i,5,-16%,21%[57.5 µM]
CC[C@@]1(C(=O)OC)N[C@H](CN(C)C(C)=O)[C@@H]2C(=O)N(Cc3ccccc3)C(=O)[C@@H]21,-28%,15%,10%,13%,6%,i,1,0%,i
CCOc1cc(-c2noc(-c3ccncc3)n2)cc(Br)c1OC,-10%,0%,35%,-7%,-1%,i,34,-8%,0%
C=CCOC(=O)C1=C[C@H](c2cn(C(C)=O)c3ccccc23)C[C@H](OCCCCO)O1,37%,15%,14%,7%,6%,i,41,7%,-36%[inhibitor]
CCN(CC)C(=O)c1sc(NC(=O)Cc2ccc(OC)cc2)c(C#N)c1C,6%,23%,-3%,-1%,4%,i,-16,15%,i
Cc1ccc(SCC(=O)OCc2csc(CC(=O)Nc3ccccc3C)n2)cc1C,15%,4%,16%,7%,u,i,0,6%,-24%
CC(=O)OCC(=O)Nc1ccc(Br)c(C)c1,9%,7%,13%[9.22 µM],0%,-1%,i,5,0%,0%
S=c1[nH]nc(-c2ccncc2)n1/N=C/c1cccc(Cl)c1,-16%,43%[activator],7%,-7%,-15%,i,u,3%,-3%
COc1cccc(-c2cc(C(=O)NC3CCCC3)no2)c1,-6%,u,5%,0%,2%,i,-16,0%,-6%
Cc1cc2nc3c(=O)[nH]c(=S)[nH]c3nc2cc1NC(=O)C(F)(F)F,-4%,5%,-4%,0%,3%,i,-12,0%,i
C=CCN(C)CC/C=C1\c2ccccc2CSc2ccccc21,15%,u,6%,13%,10%,i,-73*,0%,-7%
COC(=O)c1cc(Sc2cccc(Cl)c2Cl)ccn1,-38%,u,u,-11%,-6%,i,-16,11%,i
Cc1occc1C(=O)NCc1ccc(C(=O)O)o1,-4%,0%,-25%,-5%,0%,i,-6,-9%,i
COc1ccc(CCN(Cc2cc3cccc(C)c3[nH]c2=O)C(=O)NC2CCCCC2)cc1OC,34%,u,10%,10%,19%,i,0,-7%,-4%

Continuation:
SMILES,FUS yeast rescue,GLP1R inv ag,TDP-43 yeast inh,aSyn rescue,Abeta yeast res,Akt phos inh,DRD3 antagonist,GLP-1R agonist,PTHR1 agonist
CCC(Cn1nnc2ccccc2c1=O)NC(=O)Nc1ccccc1Cl (stereo not given),2%,10%,6%,x,-16%,x,x,x,i
Cc1occc1C(=O)NNC(=O)c1ccc(S(=O)(=O)N(C)C)cc1,x,18%,5%,0%,-10%,i,-11,-17%,i
O=C(N/N=C/c1ccccn1)c1ccc2nc[nH]c2c1,13%,u,-25%,-2%,4%,i,-22,-3%,-21%
CNc1ncnc2c1ncn2[C@H]1CN(CCOC)C[C@@H](CO)O1,-26%,35%[activator],-15%,6%,-4%,i,-56*,-2%,-10%
COc1ccc(-c2cc(-c3ccccc3)c(C#N)c(S(C)=O)n2)cc1 (stereo not given),9%,u,18µM*,6%,2%,i,-6,-19%,-61%[inhibitor][57.5 µM]
c1cc2c3c(cccc3c1)NC1(CCCCC1)N2,32%,19%,-22%,-11%,-24%,i,-15,-7%,-13%
CC(C)(C)OC(=O)N1CCC(c2c(C(=O)N3CCN(C(=O)c4ccco4)CC3)cnn2-c2ccc(F)cc2)CC1,1%,-14%,-7%,-5%,15%,i,-20,2%,i
O=C(COC(=O)c1cccc(S(=O)(=O)NCc2ccccc2)c1)c1ccc2c(c1)OCCO2,21%,u,-21%[9.22 µM],13%,4%,i,13,17%,-22%
CCn1ccc(C(=O)N2CCN(c3ncccn3)CC2)n1,26%,7%,-2%,-5%,7%,i,-14,-4%,-17%

Compound activity deposited in PubChem BioAssay by National Center for Advancing Translational Sciences (NCATS).

Not all compounds are listed; the hit share may differ from the screen's.
